# Compound activity deposited in PubChem BioAssay by several laboratories.
# MDM2 E3 inh: inhibitors of human Mdm2 E3 ubiquitin ligase. cell-based MDM2 ubiquitination luciferase reporter, 2 h; 0 = plate control, 100 = twice control, blank-subtracted. 0.11% of 210,000 active. signal enhancement, % at 5 µM. Q00987. AID 1230;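 active = signal enhancement of 30% or more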;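 also: luminescence tracks abundance of the self-degrading MDM2-luciferase fusion protein; higher signal means inhibition of MDM2 E3 ligase activity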
#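 Material: stable MDM2–luciferase fusion reporter cells / Quantity: 2000 cells/well / Dosing: single 5 µM compound dose, 0.2% final DMSO / Buffer or medium: DMEM / Schedule: 4 h cell settling then 2 h compound exposure, 37 °C / Detection: luminescence with SteadyLite reagent, 15 min at room temperature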
# FXIa inh 1536: inhibitors of human coagulation factor XIa; purified FXIa, Boc-Glu-Ala-Arg-AMC fluorogenic substrate; inhibition, % at 5 µM; 0.14% of 220,000 active; P03951;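 active = inhibition of at least 40%; inactive = inhibition below 40%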;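 also: fluorescence of freed AMC excited at 355 nm; 0% = enzyme without compound and 100% = no enzyme blank; many of its hits are not listed in these tables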
# FXIIa inh: factor XIIa (human) inhibition | P00748 | purified FXIIa, Boc-QGR-AMC fluorogenic substrate, 2 h | inhibition, % at 5 µM | 0.3% of 220,000 active | AID 800; in the data active = inhibition above about 40%;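 also: 0% = enzyme with no compound and 100% = blank without enzyme; many of its hits are not listed in these tables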
# Target sequence (P00748 20-372 limits assumed): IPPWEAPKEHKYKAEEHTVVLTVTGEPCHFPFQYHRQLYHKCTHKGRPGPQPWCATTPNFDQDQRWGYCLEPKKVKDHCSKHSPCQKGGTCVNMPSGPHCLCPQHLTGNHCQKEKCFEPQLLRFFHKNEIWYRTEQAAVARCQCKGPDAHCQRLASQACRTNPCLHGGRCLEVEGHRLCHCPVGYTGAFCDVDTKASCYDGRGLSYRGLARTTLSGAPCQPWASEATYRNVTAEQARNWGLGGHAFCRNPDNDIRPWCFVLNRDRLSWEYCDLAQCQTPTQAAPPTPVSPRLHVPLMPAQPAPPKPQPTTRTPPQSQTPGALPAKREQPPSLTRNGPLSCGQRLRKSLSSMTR
# Target sequence (P00748 373-615 limits assumed): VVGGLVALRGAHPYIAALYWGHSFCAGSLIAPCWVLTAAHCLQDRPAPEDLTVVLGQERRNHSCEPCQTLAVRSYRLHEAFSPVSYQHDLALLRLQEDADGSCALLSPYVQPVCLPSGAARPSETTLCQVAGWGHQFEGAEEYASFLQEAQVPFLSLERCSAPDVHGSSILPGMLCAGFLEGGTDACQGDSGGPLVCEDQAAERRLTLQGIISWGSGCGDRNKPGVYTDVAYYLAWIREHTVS
# Wee1 degr inh: inhibitors of human Wee1 degradation | P30291 | HeLa Luc-Wee1K328M stability, luciferase luminescence; 100% = proteasome inhibitor MG132 effect | reporter increase, % at 5 µM | 1.2% of 220,000 active | AID 1321;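 active = activation above the mean of all tested compounds plus 3 SD, set per screening run, cut at about 8.8% in these data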;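 also: cells exposed to compound for 20 h before luminescence read; 0% = DMSO alone and 100% = MG132 at 30 µM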
# p97 inhibitor: blocks human p97 ATPase activity; recombinant p97 ATPase, Kinase-Glo ATP luminescence, 3 h; inhibition, % at 8 µM; 0.42% of 220,000 active; in the data active = inhibition above about 15%;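 also: 0% = DMSO vehicle and 100% = wells lacking enzyme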
# KLK5 inh: kallikrein 5 (human) inhibition; Q9Y337; recombinant hK5, fluorogenic AMC substrate cleavage; inhibition, % at 5 µM; 0.59% of 210,000 active; AID 873;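 active = inhibition of 40% or more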;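 also: 0% = enzyme controls without compound and 100% = no-enzyme blanks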
# Target sequence (Q9Y337 67-293 limits assumed): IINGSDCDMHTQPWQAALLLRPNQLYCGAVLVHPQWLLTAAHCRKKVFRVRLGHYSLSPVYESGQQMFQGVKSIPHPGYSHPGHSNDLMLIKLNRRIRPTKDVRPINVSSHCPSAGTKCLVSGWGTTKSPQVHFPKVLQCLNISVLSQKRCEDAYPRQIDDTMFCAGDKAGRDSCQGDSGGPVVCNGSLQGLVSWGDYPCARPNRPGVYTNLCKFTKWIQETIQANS
# eIF4E-4G inh: eIF4E/eIF4G interaction inhibition in translation initiation | P63073+Q04637 | TR-FRET eIF4E-eIF4GI(517-606) binding, 2 h | inhibition, % at 21.7 µM | 0.37% of 220,000 active | AID 782;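 active = inhibition above about 30%, limit read from the data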;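 also: 0% = full FRET control wells and 100% = background wells lacking eIF4GI fragment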
# 14-3-3 Bad inh: disrupts binding of bovine 14-3-3 zeta to phospho-Bad peptide; P63103; TR-FRET 14-3-3zeta/Dy647-pBad peptide displacement, 1 h; inhibition, % at 21.7 µM; 0.71% of 220,000 active;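 active = inhibition above about 70%, limit read from the data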;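 also: 0% = full 14-3-3 plus peptide FRET controls and 100% = background without 14-3-3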
# Target sequence (P63103 whole entry, looked up): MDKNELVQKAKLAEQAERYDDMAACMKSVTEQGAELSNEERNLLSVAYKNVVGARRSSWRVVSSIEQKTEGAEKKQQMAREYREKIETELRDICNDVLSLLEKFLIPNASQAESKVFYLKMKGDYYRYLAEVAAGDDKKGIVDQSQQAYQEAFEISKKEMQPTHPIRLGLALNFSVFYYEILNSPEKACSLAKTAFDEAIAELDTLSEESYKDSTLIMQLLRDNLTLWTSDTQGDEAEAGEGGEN
# Rad51 HR inh: blocks human Rad51 in homologous recombination; inhibition, % at 10 µM; 0.085% of 200,000 active; hRad51 DNA strand exchange, fluorescence dequenching; Q06609;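 active = inhibition above 40% at the single screening dose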;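 also: 0% = DMSO control wells and 100% = blanks with heterologous ssDNA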
#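 Read-out basis: percent inhibition relative to plate controls and blanks / Assay system: human Rad51 nucleoprotein filaments preassembled on unlabelled ssDNA / Timing: filaments 15 min 37 °C, then compound 30 min / Control set: per-plate controls and blanks / Technique: fluorescence dequenching at 485/520 nm / Compound: 10 µM final, single point / Also added: Fluorescein- and BHQ1-tagged 47-mer duplex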
# Starred values were filed as active, the others as inactive; / = no result given; & = joins results of further samples; [ ] = dose if it differs, or a comment. The list is partial; count on the stated rates, not on these rows.
# Value order – MDM2 E3 inh	FXIa inh 1536	FXIIa inh	Wee1 degr inh	p97 inhibitor	KLK5 inh	eIF4E-4G inh	14-3-3 Bad inh	Rad51 HR inh
1) COc1ccccc1C(=O)C1CCCN(Cc2cnc(C)s2)C1 (stereo not given)
  16	-1	9	-2	3	4	-2	-9	7
2) CCC12CN3CCN(CC(C3)/C1=N/NC(N)=O)C2
  -7	-1	8	-2	3	-3	-2	-15	12
3) O=c1cc(C2CCNCC2)[nH][nH]1
  -3	-4	20	-2	2	-18	-1[fluorescence artefact?]	61[fluorescence artefact?]	6
4) O=c1[nH]c(=S)n(C2CC2)c(O)c1/C=N/Nc1ccccc1
  -6	12	21	2	4	-11	5	-10	-20
5) CN1C2CCC1CC(OC(=O)c1cc(Cl)cc(Cl)c1)C2 (stereo not given)
  -7	1	7	-2	1	-9	-6	-3[fluorescence artefact?]	4
6) C[C@H]1CCC/C=C/C2C[C@H](O)CC2[C@H](O)/C=C/C(=O)O1 (stereo not given in full)
  /	4	9	-5	4	-9	0	-3	-1
7) CCCCCCn1c(=O)c(C(=O)Nc2nnc(C)s2)c(O)c2ccccc21
  -9	-5	1	2	2	0	1	-8	9
8) CC(=O)Nc1ccc([As](=O)(O)c2ccc([N+](=O)[O-])cc2)cc1
  -24	-4	8	-1	4	0	2	2	0
9) CCOCC(=O)NC1CCSC1=O (stereo not given)
  -39	8	11	0	4	4	-2	-2	-5
10) O=c1[nH]c(=S)n(CCC2=CCCCC2)c(O)c1C=NCc1cccnc1
  -26	1	16	1	3	-3	-8	-4	-10
11) COc1ccc(CC2C(=O)NC(=O)N(c3ccccc3)C2=O)c(OC)c1 (stereo not given)
  12	12	16	-2	0	9	69*[fluorescence artefact?]	3	3
12) Cc1cc(OCc2nn[nH]n2)c2c3c(c(=O)oc2c1)CCC3
  -12	-4	12	2	7	-41	3	60	-3
13) CC(=O)c1c(C)n(CCCOC(C)C)c2ccc(O)cc12
  -20	3	-9	-1	-6	43*	-2	-6	-8
14) Cc1ccc(OCC(=O)N2CCN(C3CCC(c4ccccc4)CC3)CC2)cc1 (stereo not given)
  -5	-3	7	-2	1	1	0	20	/
15) O=c1[nH]c(=S)n(Cc2ccc(F)cc2)c(O)c1C=NCc1ccc2c(c1)OCO2
  -1	-1	5	-2	6	-1	-5	2	18
16) O=C(COC(=O)c1ccc(O)cc1)Nc1ccc(Cl)cc1C(=O)c1ccccc1
  -12	-4	7	-2	0	-7	-1	-5[fluorescence artefact?]	4
17) CNC(=S)NC1CC2CCCC(C1)N2CC(C)C (stereo not given)
  -15	28	18	-2	1	24	-1	-5	10
18) CC(O)(CS(=O)(=O)c1cccc(C(F)(F)F)c1)C(=O)Nc1ccc(C(F)(F)F)cc1 (stereo not given)
  -12	3	19	-3	1	-9	-13	-6	-1
19) O=C1NC(=O)C(=Cc2ccc3c(c2)OCO3)C(=O)N1
  -1	-4	8	9.1*	2	-4	0	-17	-2
20) CCN(CCO)c1ccc(N=Cc2c(O)n(C)c(=S)[nH]c2=O)cc1
  -10	1	6	2	-5	0	2	28	-85
21) COCCCn1c(N)c(C(=O)NCCC(C)C)c2nc3ccccc3nc21
  -17	-5	-4	-1	-5	-291	4	-1	-5
22) N#CC(C#N)=NNc1ccc(S(N)(=O)=O)cc1
  /	2	9	4	23*	-3	-2	7	10
23) NC(=O)c1cn(C2OC(CO)C(O)C2O)c2ncnc(N)c12 (stereo not given)
  -27	8	12	-3	-4	1	-6	9[fluorescence artefact?]	-2
24) CC(C)Sc1nnc([C@@H](N)Cc2ccccc2)o1
  -14	7	11	-1	7	-15	8	57[fluorescence artefact?]	4
25) CCN(CC)C(=O)c1ccc(NC(=O)CCCSc2ccccc2)cc1
  -6	-1	-3	-3	-3	-3	-2	1	-3
26) COc1ccc(O)c(C(C)(C)C)c1
  -9	1	9	-4	1	7	-1	-15	0
27) Cn1cccc1/C=C1/C(=O)NC(=O)N(Cc2ccc(F)cc2)C1=O
  -11	-5	-6	2	-6	-1	6	13	-39
28) COc1ccc2cc(C(=O)C3CCCN(C4CCOCC4)C3)ccc2c1 (stereo not given)
  -12	-5	4	3	2	/	7	-6	18
29) Clc1ccc(C(c2ccccc2)c2ncc[nH]2)cc1 (stereo not given)
  -5	3	12	0	-2	-13	0	-38	2
30) CCOC(=O)CC1=C(C(=O)OCC)C2(C(=O)Nc3ccccc32)C(C#N)=C(N)O1 (stereo not given)
  -8	6	1	-2	4	-11	-18[fluorescence artefact?]	2	0
31) CCSP1(=S)N=C(N2CCOCC2)C(C#N)=C2CCCN21 (stereo not given)
  -16	4	15	3	5	-8	2[fluorescence artefact?]	6[fluorescence artefact?]	2
32) OC(CNC1CCCCC1)c1ccccc1 (stereo not given)
  -22	-1	16	-3	4	-18	3	5	2
33) C/C(=N\N1CCN(C)CC1)c1c(O)n(Cc2ccccc2)c(=O)[nH]c1=O
  -12	-7	1	-3	-5	-7	5	-8	1
34) CCOC(=O)C1CCN(/C=C2/C(=O)NC(=O)N(c3cccc(C)c3C)C2=O)CC1
  9	-1	2	0	6	0	-2	-5	-6
35) Cc1nc2ccc(Cl)cc2c(-c2ccccc2)c1C(=O)O
  -9	-14	6	1	1	0	4	8	2
36) CCCCC(=O)N/N=C/c1c(O)n(-c2ccccc2)c(=O)[nH]c1=O
  -14	4	12	-3	0	-14	2	-9	-2
37) CCOP(=O)(OCC)C(NC(=O)c1ccccc1)=C(Cl)Cl
  3	5	7	-2	4	-9	11[fluorescence artefact?]	19[fluorescence artefact?]	-28
38) COc1ccc(NC(=O)N2CCC3(CC2)OCCO3)cc1
  -10	-8	-1	0	1	-13	2	2	-3
39) COc1ccccc1OCCCn1cc(C(C)=O)c2ccccc21
  -19	-3	13	2	-9	5	2	14	-3
40) CN(C)C(=O)Oc1ccc(OCc2nc3ccccc3[nH]2)cc1
  -38	4	5	-1	-51	-13	15	-10	-6
41) O=C1NC(=O)N(c2ccc(Cl)cc2)C(=O)/C1=C\c1ccc(Sc2nc3ccccc3[nH]2)o1
  -5	7	14	-1	1	-31	14[fluorescence artefact?]	19	-27
42) CC(=O)Nc1cc(C(=O)N2CCC3(CC2)OCCO3)ccc1S(=O)(=O)c1ccc(C)cc1
  -7	-17	17	1	-2	10	1	12	6
43) CC1(C)OC1COc1c2occc2cc2ccc(=O)oc12 (stereo not given)
  /	3	6	1	7	-14	2	3[fluorescence artefact?]	3
44) c1cnc2c(c1)ccc1ncccc12
  /	-1	5	1	6	3	-4	4	6
45) Cc1ccc(/C=C2\C(=O)NC(=S)N(c3ccc(F)cc3)C2=O)s1
  4	-7	1	-2	2	-5	3	-12	9
46) CC1(C)COC(Nc2ccc(Cl)cc2)=N1
  -34	14	23	0	3	-2	7[fluorescence artefact?]	8[fluorescence artefact?]	-5
47) Cc1cccc(CN2CCN(CC(=O)N3CCC4(CC3)OCCO4)C2=O)c1
  -7	-4	-5	2	-3	-25	-3	-4	6
48) Clc1ccccc1CNC1CN2CCC1CC2 (stereo not given)
  1	6	12	11*	6	0	4	23	-9
49) COc1ccc(-n2c(Cc3ccccc3)nc3ccccc3c2=O)cc1
  3	-2	6	4	-1	1	0	-5	-1
50) CCCCCCn1c(O)c(C=Nc2ccccc2N2CCOCC2)c(=O)[nH]c1=S
  -6	-7	0	6	-6	9	-12	-10	-96
51) O=C(O)c1cc2ccccc2oc1=O
  -9	3	11	-2	-7	-4	-1	7	0
52) Cc1nc2cc([N+](=O)[O-])ccc2c(=O)n1-c1ccccc1[N+](=O)[O-]
  -10	7	11	-1	2	-1	4	7	-4
53) CSc1ncc(CN2CCCC(C(=O)c3sccc3C)C2)cn1 (stereo not given)
  -7	11	14	2	-1	/	-2	-6	-11
54) CCN(CC)S(=O)(=O)c1cc(NC(=O)C(C)N2CC=C(c3ccccc3)CC2)ccc1C (stereo not given)
  -20	10	23	-3	-2	5	-4	16	-1
55) CC(=O)Nc1cc([As](=O)(O)O)ccc1O
  -6	-10&6	-1&6	1&0	-9&4	11&-7	6&-2	2&0	-1&0
56) CN1CCN(c2ccc([N+](=O)[O-])c(Sc3nncn3C)c2)CC1
  -1	6	4	1	2	-34	-3	-8	-1
57) COC(=O)[C@@H]1C[C@@]1(C)[C@@H](NP(=O)(c1ccccc1)c1ccccc1)c1ccccc1
  /	2	13	3	5	-9	1	5	-11
58) COCCCn1c(N)c(C(=O)OCCOC)c2nc3ccccc3nc21
  -3	-4	-18	7	24*	-17	4	2	-6
59) O=C(NC1CN2CCC1CC2)c1ccc(-c2ccc([N+](=O)[O-])cc2)o1 (stereo not given)
  1	2	6	7	4	-11	11	24	-31
60) O=[N+]([O-])c1ccc(C2[C@H]3C(c4ccccc4)=NC4(CCCCC4)N23)cc1 (stereo not given in full)
  -9	4	10	2	4	-2	7[fluorescence artefact?]	-8	3

# Going on with the list:
# Value order – MDM2 E3 inh	FXIa inh 1536	FXIIa inh	Wee1 degr inh	p97 inhibitor	KLK5 inh	eIF4E-4G inh	14-3-3 Bad inh	Rad51 HR inh
61) O=c1c2ccccc2nc(Cc2ccccc2)n1-c1cccc(O)c1
  -8	15	36	1	-2	33	4	-5	/
62) CCCCn1c(N)c(C(=O)NCc2cccs2)c2nc3ccccc3nc21
  -14	-15	-2	-1	-2	-35	-8	6	-4
63) Clc1ccc2c(c1)C(c1ccccc1Cl)=NCc1nnc(N3CCN(CCOc4ccccc4)CC3)n1-2
  -9	-1	4	2	-6	-6	3[fluorescence artefact?]	-10	/
64) O=c1[nH]c(=S)n(-c2ccccc2)c(O)c1/C=N/N1CCOCC1
  -2	2	3	-1	4	-16	21	-1	-33
65) CC(C)CCNC(=O)c1cc(C(=O)c2cc(Br)ccc2O)cn(CCC(C)C)c1=O
  -6	-4	4	2	2	0	-3	-17	1
66) CCCCCCC(=O)N/N=C/c1c(O)n(C(C)CC)c(=S)[nH]c1=O (stereo not given)
  -4	6	9	2	1	-29	-2	-10	13
67) CC(C)N1CCN(Cc2ccccc2C(F)(F)F)CC1CCO (stereo not given)
  -14	9	6	-1	-8	0	-2	-4	-6
68) CCOC(=O)c1nsnc1NCCCl
  3	-4	6	-2	8	2	-3	-9	2
69) Nc1ccnn1C1CCNCC1
  0	-6	10	-2	2	-5	-2[fluorescence artefact?]	-2[fluorescence artefact?]	-10
70) Cc1ccc(-n2c(C)nc3ccccc3c2=O)c(C)c1
  -5	-6	9	4	2	-1	8	4	1
71) O=c1[nH]c(=O)n(CCc2ccccc2)c(O)c1C=NC1CC1
  -1	3	12	3	8	3	2	-2	/
72) COCCCN=Cc1c(O)[nH]c(=S)[nH]c1=O
  1	2	8	2	0	2	2	0	/
73) C=CCc1cc(C=C2C(=O)N(C)C(=O)N(C)C2=O)cc(OCC)c1OCc1ccccc1
  3	5	5	-1	-6	-8	6[fluorescence artefact?]	10[fluorescence artefact?]	22
74) O=[N+]([O-])c1ccc(N2CCCC2)cc1N/N=C1\CN2CCC1CC2
  -4	8	10	2	-1	-4	3	6[fluorescence artefact?]	/
75) O=C1NC(=O)C(CCc2ccncc2)(CCc2ccccn2)C(=O)N1c1ccc(Br)cc1 (stereo not given)
  -9	-2	8	-1	-2	0	-5	-5	-32
